S-ASM inh = blocks human secretory acid sphingomyelinase. placental ASM, HMU-PC fluorogenic substrate, 60 min. Potency, µM (titrated, usually from 57.5 µM), inactives show top-dose activity change, negative = inhibition, most hits filed as inhibitors. actives 0.006% (n = 340,000). AID 504937
Target sequence (P17405 47-631 limits assumed): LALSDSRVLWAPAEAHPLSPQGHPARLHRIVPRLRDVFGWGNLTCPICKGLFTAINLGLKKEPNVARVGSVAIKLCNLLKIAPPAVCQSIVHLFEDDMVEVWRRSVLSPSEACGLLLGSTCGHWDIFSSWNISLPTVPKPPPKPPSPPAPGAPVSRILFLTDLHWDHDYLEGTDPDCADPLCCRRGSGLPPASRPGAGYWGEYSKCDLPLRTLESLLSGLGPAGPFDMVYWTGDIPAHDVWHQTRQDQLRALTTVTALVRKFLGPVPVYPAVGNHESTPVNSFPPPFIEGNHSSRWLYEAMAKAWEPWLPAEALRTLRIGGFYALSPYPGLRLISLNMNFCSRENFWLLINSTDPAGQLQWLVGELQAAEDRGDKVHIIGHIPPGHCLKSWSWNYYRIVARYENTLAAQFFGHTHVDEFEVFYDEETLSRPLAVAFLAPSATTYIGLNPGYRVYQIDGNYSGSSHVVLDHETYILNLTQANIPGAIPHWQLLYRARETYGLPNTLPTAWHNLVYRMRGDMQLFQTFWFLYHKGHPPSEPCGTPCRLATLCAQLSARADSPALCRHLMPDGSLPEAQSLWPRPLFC
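Fluorescence read-out (Ex 386 nm, Em 447 nm) after stopping the reaction at pH 10. Enzyme: ASM from human placenta; substrate HMU-PC0, 9 uM final; 60 min, 37 °C. Compound preincubation 10 min, ambient temperature.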
uPA surface inh = blocks generation of uPA at the cell surface; cell surface uPA generation assay, qHTS; Potency, µM (doses to about 38.3 µM), for inactives: at the top dose activity change, negative = inhibition, actives largely listed as inhibitors; actives 0.31% (n = 330,000); AID 540303; active means well fitted inhibition curve with a large enough effect; inconclusive means small, poorly fitted or top-dose-only effect; inactive means no such curve, though single readings can be large or run the other way; tested in mouse RAW 264.7 cells; further: on the % scale 0 is the no-effect control and ±100 the full control effect; nearly all actives have a fitted effect of over 55% in size
a7 integrin act = activates integrin-mediated alleviation for muscular dystrophy; alpha7betagal myoblasts, beta-gal FDG fluorescence, 48 h; Potency, µM (top dose mostly 38.3 µM), for inactives: at the top dose activation, most hits filed as activators; actives 0.064% (n = 350,000);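 further: 100% = response of the positive control SU9516; nearly all actives have a fitted effect of over 60% in size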
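alpha7betagal+/- myoblasts (passage 13, 250/well) treated 48 h at 37C with compounds at 1:260 dilution of DMSO stock. Lysed, then beta-galactosidase activity read as FDG fluorescence (ex 480/em 540) after 30 min, with pre-read for autofluorescence.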
BRCA1 expr up = activators of BRCA1 expression; MCF7-BRCA1-FFLuc reporter, luminescence, 48 h; response scale: scaled: vehicle 0%, 10 µM genistein 100%; Potency, µM (doses to about 46.1 µM), inactives show top-dose activation, most hits filed as activators; actives 1.1% (n = 380,000); further: nearly all actives have a fitted effect of over 80% in size; some results filed as inactive show a strong effect at the top dose
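Reporter cells (MCF7, BRCA1 promoter-firefly luciferase) received library compounds across a concentration series for 48 h. End-point luminescence was measured and concentration-effect curves derived after normalization.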
PTAP TSG101 blk = blocks PTAP/TSG101 interaction to inhibit HIV-1 budding; Fluorescence polarization, FITC-PTAP peptide / Tsg101 binding; Potency, µM (titrated, usually from 115 µM), for the others: at the top dose activity change, negative = inhibition, usual class: inhibitors; Q99816; 340,000 tested, under 10 active; active means well fitted inhibition curve with a large enough effect in the main read-out, with a control signal flat, not every such curve was filed as active; inconclusive means small, poorly fitted or top-dose-only effect, or effect the other way, or a change in a side signal; inactive means no such curve, though single readings can be large or run the other way; further: % of control where 0% means no effect
Target sequence (Q99816 whole entry, looked up): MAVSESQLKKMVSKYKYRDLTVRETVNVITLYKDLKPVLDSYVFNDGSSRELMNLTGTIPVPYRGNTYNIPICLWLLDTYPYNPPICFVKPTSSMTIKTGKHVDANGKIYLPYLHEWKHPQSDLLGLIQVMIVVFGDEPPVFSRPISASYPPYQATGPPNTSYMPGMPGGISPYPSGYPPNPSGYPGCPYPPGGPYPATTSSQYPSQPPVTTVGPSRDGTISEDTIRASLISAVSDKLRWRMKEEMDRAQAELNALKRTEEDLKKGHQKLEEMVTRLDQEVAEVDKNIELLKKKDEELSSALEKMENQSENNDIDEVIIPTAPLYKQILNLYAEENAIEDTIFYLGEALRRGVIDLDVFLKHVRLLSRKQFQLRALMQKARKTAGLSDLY
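Fluorescence anisotropy tracks displacement of a FITC-tagged PTAP peptide (50 nM) from the Tsg101 binding domain (10 uM), following a 20 min room-temperature incubation at pH 7.5.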
An asterisk follows results filed as active; ? = inconclusive; / = not tested or not shown; [ ] = remark or other dose. Unless noted, the call rests on the fitted dose curve; in most records, active means well fitted curve in the direction sought with a large enough effect; inconclusive means small, poorly fitted or top-dose-only effect, or another doubt; inactive means no such curve, though single readings can be large; an effect the other way counts as inactive or inconclusive. Potency means the concentration at half of the fitted maximal effect. A portion of the library; rates above refer to the full screens.

mol | S-ASM inh | uPA surface inh | a7 integrin act | BRCA1 expr up | PTAP TSG101 blk
CCOC(=O)c1ccccc1NC(=O)c1ccc(Cl)c(S(=O)(=O)N2CCOCC2)c1 | -12% | / | 19% | -17% | -3%
O=C(O)CSCC(=O)Nc1ccccc1 | -2% | / | 8% | 2% | -1%
Cc1ccccc1Cc1c(C)nc2c(C(=O)N3CCN(Cc4ccc5c(c4)OCO5)CC3)cnn2c1C | 1% | / | -21% | -42% | -1%
COc1cc2cc(CN(Cc3ccc4c(c3)OCO4)C(=O)c3ccco3)c(=O)[nH]c2cc1OC | 18% | / | -24% | -7% | -5%
CCc1nnc(NC(=O)CSc2nnc3scc(-c4ccc(C)cc4)n23)s1 | 1% | / | 8% | 2% | -3%
CCN(CC)C(=O)Cn1c(=O)n(Cc2ccccc2Cl)c2c1c(=O)n(C)c(=O)n2C | 1% | / | 7% | -21% | -4%
Cn1c(=O)n(CC(=O)Nc2cccnc2)c2ccccc21 | 13% | / | 17%[7.66 µM] | -19% | -3%
CCn1c(SCc2cc(=O)[nH]c3ccccc23)nc2c1c(=O)n(C)c(=O)n2C | -1% | / | -3%[7.66 µM] | 5% | -9%
O=C(c1ccco1)N1CCN(c2ccc(Cl)c(Cl)c2)CC1 | -1% | / | 0%[7.66 µM] | 13µM* | -11%
Cc1ccc(C(=O)CCC(=O)CCC(=O)O)cc1 | 5% | / | -24% | 1% | 4%
CC(C)Cc1cc(C(=O)O)c2ccccc2n1 | 3% | / | -3%[7.66 µM] | 9% | -3%
CCCC(=O)Nc1cc(-c2nn(C)c(=O)c3ccccc23)ccc1N1CCCCC1 | -21% | / | 14% | -39% | -1%
O=S(=O)(c1ccc(S(=O)(=O)N(Cc2ccccc2)Cc2ccco2)cc1)N1CCCC1 | -3% | / | 7% | -17% | -4%
O=C(O)c1ccc(-c2cccc(Cl)c2)o1 | 5% | / | 8% | 5% | -1%
COc1ccccc1NC(=O)N(CCN1CCCC1)Cc1cc2cc(C)ccc2[nH]c1=O | 0% | / | -4% | -6% | -7%
O=C1CC(C(=O)O)C2(CCCC2)O1 (stereo not given) | 1% | / | 19% | 1% | -4%
Cc1ccc2cc(CN(CCCN3CCOCC3)C(c3nnnn3Cc3ccco3)C(C)C)c(=O)[nH]c2c1C (stereo not given) | -4% | / | -10% | -2% | -15%
CC(=O)Nc1ccc(NC(=O)CS(=O)(=O)c2cn(CC(=O)N3CCCCC3)c3ccccc23)cc1 | / | 1% | -13% | -7% | -7%
CCCN(CC(=O)Nc1ccccc1C)C(=O)Cc1c[nH]c2ccccc12 | / | 16% | 4% | -10% | 0%
CCN(CC(=O)Nc1ccccc1C(F)(F)F)C(=O)c1ccccc1OCc1ccc(F)cc1 | / | -12% | -4% | -34% | 0%
CCc1cc(C(=O)Nc2cc(S(=O)(=O)N3CCOCC3)ccc2N2CCN(CC)CC2)sc1C | / | 2% | 20% | -36% | -1%
COC(=O)c1ccccc1S(=O)(=O)N1CCC(C(=O)OC(C)C(=O)N(C)Cc2ccccc2)CC1 (stereo not given) | / | 7% | -2% | -16% | -2%
Cc1ccc(CNC(=O)C2CCC(=O)N(Cc3cccc(C(F)(F)F)c3)C2)o1 (stereo not given) | / | -2% | -26% | -1% | 1%
CCN(CC)C(=O)Cn1cc(S(=O)(=O)CC(=O)N2CC(C)OC(C)C2)c2ccccc21 (stereo not given) | / | -3% | 2% | -7% | 0%
COc1cc(C(=O)NCc2ccccc2Cl)ccc1OCC(=O)N1CCOCC1 | / | 0% | 1% | -2% | -2%
COCC(C)N1CCC(n2nccc2NC(=O)c2ccccc2Cl)CC1 (stereo not given) | / | 2% | 28% | 14% | 0%
CCOc1ccccc1N1CCN(C(=O)c2c(-c3c(F)cccc3Cl)noc2C)CC1 | / | 10% | -11% | -7% | -3%
CCOc1ccc(NC(=O)CN(C)C(=O)c2cc([N+](=O)[O-])ccc2Sc2ccccc2)cc1OCC | / | 30% | -4% | -47% | -7%
CC(=O)N1CCC(C(=O)N2CCN(S(=O)(=O)c3ccc(Cl)s3)CC2)CC1 | / | 2% | 3% | -16% | -4%
CCCCn1c(N)c(N(CCOC)C(=O)CC2CCCCC2)c(=O)[nH]c1=O | / | 8% | -12% | -2% | -1%

Reprinted from the part before: 2 compounds, followed by the next part.
mol | S-ASM inh | uPA surface inh | a7 integrin act | BRCA1 expr up | PTAP TSG101 blk
CC(=O)N1CCC(C(=O)N2CCN(S(=O)(=O)c3ccc(Cl)s3)CC2)CC1 | / | 2% | 3% | -16% | -4%
CCCCn1c(N)c(N(CCOC)C(=O)CC2CCCCC2)c(=O)[nH]c1=O | / | 8% | -12% | -2% | -1%
CS(=O)(=O)c1ccc(Cl)c(NC(=O)CSC(=S)N2CCCC2)c1 | / | 3% | 6% | -2% | -11%
O=C(c1ccc2nc[nH]c2c1)N1CCN(S(=O)(=O)c2cccc(Cl)c2)CC1 | / | 9% | 23% | -29% | 0%
COc1ccc(S(=O)(=O)N2CCOC2CNC(=O)C(=O)NCc2ccncc2)cc1C (stereo not given) | / | 0% | 19% | -23% | -1%
COCCN(C(=O)C(C)N1C(=O)c2ccccc2C1=O)c1c(N)n(CC(C)C)c(=O)[nH]c1=O (stereo not given) | / | -1% | 20% | 21% | -4%
O=C(Cc1ccc(S(=O)(=O)N2CCOCC2)s1)Nc1ccc(Br)c(C(F)(F)F)c1 | / | -18% | -32% | -79% | 0%
CC(=O)Nc1ccc(NC(=O)CS(=O)(=O)c2cn(CC(=O)N3CCC(C)CC3)c3ccccc23)cc1 | / | 3% | -10% | -7% | -4%
CC(NC(=O)COC(=O)CN1C(=O)NC2(CCCC2)C1=O)c1ccc(F)cc1 (stereo not given) | / | 16% | 26% | -5% | 0%
O=C(COC(=O)c1ccc([N+](=O)[O-])cc1)Nc1cccnc1Cl | / | 3% | 18% | 14% | -3%
CCCCN(C(=O)CCN1C(=O)C2CC=CCC2C1=O)c1c(N)n(CCCC)c(=O)[nH]c1=O (stereo not given) | / | 16% | -5% | -33% | -1%
COc1ccc(C(CNC(=O)c2cccc(S(=O)(=O)Nc3ccccc3OC)c2)N2CCCCC2)cc1 (stereo not given) | / | -26% | -6% | -37% | -3%
CCOC(=O)C1CCN(C(=O)COC(=O)CN(C)S(=O)(=O)c2ccc(NC(C)=O)cc2)CC1 | / | 3% | 0% | -10% | 0%
CC(NC(=O)COC(=O)Cc1cccs1)c1ccc(F)cc1 (stereo not given) | / | -6% | -13% | -15% | 1%
CCOc1ccccc1C(=O)NCC(=O)NCCSc1ccc(Br)cc1 | / | 15% | 6% | -17% | -1%
CN(CC(=O)Nc1ccccc1Cl)C(=O)c1cccc(S(=O)(=O)N2CCN(c3ccccc3)CC2)c1 | / | ? | -27% | -65% | 4%
COc1ccc(C(CNC(=O)C(C)(C)Oc2ccc(Cl)cc2)N2CCOCC2)cc1 (stereo not given) | / | 5% | 19% | -23% | -3%
CCN(CC)C(=O)Cn1cc(S(=O)(=O)CC(=O)Nc2ccccc2F)c2ccccc21 | / | 0% | 5% | -19% | -3%
O=C(CNC(=O)c1ccccc1Br)NCC(c1ccco1)N1CCCCC1 (stereo not given) | / | ? | 8% | -24% | -2%
O=C(Nc1ccccc1)[C@@H]1CC=C[C@@H]2CCN(Cc3ccccc3)C(=O)[C@@H]21 | 5% | 1% | -4% | 14% | /
Cc1ccc(OCc2cc(C(=O)N(C)CCn3ccnc3C)no2)cc1C | 1% | -5% | -13% | 34% | /
COC(=O)C1=C(C(=O)OC)[C@@H]2N(C)c3ccc(OC)cc3[C@@]23C[C@@H](C(=O)OC)N(C(=O)c2ccco2)C3=N1 | 7% | -15% | 1% | 12% | /
Cc1nc(-c2ccccc2)sc1C1(C)CC(c2cccc(F)c2)=NO1 (stereo not given) | 4% | 17% | -9% | 9% | /
CC(C)Oc1cc(C(=O)N2CCC(N3CCCCC3)CC2)ccc1Nc1nnc(Cl)c(Nc2ccccc2S(C)(=O)=O)n1 | -5% | -3% | 6% | -16% | /
CCOC(=O)C1=C(C)N(CCCCCC(=O)O)C(=O)NC1c1ccccc1OS(=O)(=O)c1ccc(C)cc1 (stereo not given) | 2% | -7% | -9% | 7% | /
CN1CCN(S(=O)(=O)c2cccc([N+](=O)[O-])c2)CC1 | 0% | 6% | -10% | 1% | /
O=C(NCc1ccncc1)c1ccc(NS(=O)(=O)c2ccccc2)cc1 | 0% | -15% | -12% | -7% | /
C#CCNC(=O)C1=C[C@@H](c2ccccc2)C[C@@H](OCCCCO)O1 | 12% | -5% | -11% | 0% | /
O=S1(=O)CCOC[C@H](Cc2ccccc2)N1Cc1ccc(Cl)cc1 | -7% | -5% | 9% | -4% | /
Cc1ccccc1CN1[C@@H](Cc2ccccc2)COCCS1(=O)=O | -6% | 0% | 15% | -10% | /
O=S(=O)(c1cccs1)N1CCN(c2ccccc2Cl)CC1 | 1% | -85% | 4% | 17% | /
COC(C[C@@H]1O[C@H]1C(=O)COCc1ccccc1)OC | 1% | 4% | -28% | 3% | /

Other structures.
mol | S-ASM inh | uPA surface inh | a7 integrin act | BRCA1 expr up | PTAP TSG101 blk
CC(C)CC(CO)N1CCN(C(=O)c2ccc(Cl)c(Cl)c2)CCC1=O (stereo not given) | -1% | 16% | -1% | -1% | /
O=C(CN1CCN(CC(=O)Nc2ccc(OCc3ccccc3)cc2)CC1)Nc1ccc(F)cc1 | -6% | ? | -47%[inhibitor] | -29% | /
O=C(Nc1ccc(Cl)c(C(F)(F)F)c1)[C@@H]1CC=C[C@@H]2CCN(Cc3ccc(Cl)c(Cl)c3)C(=O)[C@@H]21 | -10% | ? | 29% | -18% | /
CCOC(=O)CN1C(=O)N[C@@H](CCc2ccccc2)C(C(=O)OC)=C1C | 3% | -13% | 15% | 10% | /
CC(=O)c1ccc(OCc2cc(C(=O)N(C)C(C)c3ccon3)no2)cc1 (stereo not given) | 3% | 4% | -15% | -11% | /
COc1ccc(-c2ccc3sc4ccccc4c(=O)c3c2)cn1 | 104%[activator] | -17% | 12% | ? | /

Reformatted with values under each structure: entries from further up
Results follow in this order: S-ASM inh, uPA surface inh, a7 integrin act, BRCA1 expr up, PTAP TSG101 blk
CCCN(CC(=O)Nc1ccccc1C)C(=O)Cc1c[nH]c2ccccc12
→ /, 16%, 4%, -10%, 0%
CCN(CC(=O)Nc1ccccc1C(F)(F)F)C(=O)c1ccccc1OCc1ccc(F)cc1
→ /, -12%, -4%, -34%, 0%
CCc1cc(C(=O)Nc2cc(S(=O)(=O)N3CCOCC3)ccc2N2CCN(CC)CC2)sc1C
→ /, 2%, 20%, -36%, -1%
COC(=O)c1ccccc1S(=O)(=O)N1CCC(C(=O)OC(C)C(=O)N(C)Cc2ccccc2)CC1 (stereo not given)
→ /, 7%, -2%, -16%, -2%
Cc1ccc(CNC(=O)C2CCC(=O)N(Cc3cccc(C(F)(F)F)c3)C2)o1 (stereo not given)
→ /, -2%, -26%, -1%, 1%
CCN(CC)C(=O)Cn1cc(S(=O)(=O)CC(=O)N2CC(C)OC(C)C2)c2ccccc21 (stereo not given)
→ /, -3%, 2%, -7%, 0%
COc1cc(C(=O)NCc2ccccc2Cl)ccc1OCC(=O)N1CCOCC1
→ /, 0%, 1%, -2%, -2%
COCC(C)N1CCC(n2nccc2NC(=O)c2ccccc2Cl)CC1 (stereo not given)
→ /, 2%, 28%, 14%, 0%
CCOc1ccccc1N1CCN(C(=O)c2c(-c3c(F)cccc3Cl)noc2C)CC1
→ /, 10%, -11%, -7%, -3%
CCOc1ccc(NC(=O)CN(C)C(=O)c2cc([N+](=O)[O-])ccc2Sc2ccccc2)cc1OCC
→ /, 30%, -4%, -47%, -7%
CC(=O)N1CCC(C(=O)N2CCN(S(=O)(=O)c3ccc(Cl)s3)CC2)CC1
→ /, 2%, 3%, -16%, -4%
CCCCn1c(N)c(N(CCOC)C(=O)CC2CCCCC2)c(=O)[nH]c1=O
→ /, 8%, -12%, -2%, -1%
CS(=O)(=O)c1ccc(Cl)c(NC(=O)CSC(=S)N2CCCC2)c1
→ /, 3%, 6%, -2%, -11%
